KOR beta-arrestin-1 = KOR antagonists, beta-arrestin recruitment, cell-based, luminescence, uHTS (AID 1778). inhibition, % at 10 µM, or IC50 in µM where a hit was titrated. KOR beta-arrestin recruitment, luminescence, antagonist mode; higher % means a stronger effect. Kappa-type opioid receptor (Homo sapiens). 290,000 compounds, 0.091% hits; further: strong numbers were not always called active
LYP phosphatase = inhibitors of LYP phosphatase, biochemical, fluorescence intensity, uHTS (AID 1779); 290,000 compounds, 0.054% hits; one-dose inhibition, % at 11.5 µM; IC50 in µM for titrated hits; Tyrosine-protein phosphatase non-receptor type 22 (Homo sapiens); recombinant LYP phosphatase, fluorescence intensity; higher % means a stronger effect;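 further: plate controls were vehicle with enzyme for no effect and no enzyme for full effect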
human PMI inhibition = inhibitors of human PMI, primary screen, biochemical, fluorescence intensity, coupled assay (AID 1209); Mannose-6-phosphate isomerase (Homo sapiens); purified PMI enzyme, coupled fluorescence intensity; higher % means a stronger effect; inhibition, % at 20 µM; hits with a dose series show IC50 in µM; 190,000 compounds, 0.42% hits;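 further: plate controls were DMSO vehicle for no effect and wells lacking substrate for full effect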
NOD1 inhibition = NOD1 signaling inhibitors, primary screen, cell-based, luminescence, uHTS (AID 1578); NOD1-driven NF-kB luciferase reporter cells, luminescence; higher % means a stronger effect; one-dose inhibition, % at 4 µM; EC50 in µM for titrated hits; 290,000 compounds, 1% hits; in the data active means inhibition mostly above about 36%, no sharp cut-off; inactive means mostly below about 34%;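 further: HEK-293T reporter cells stimulated with the NOD1 agonist gamma-tri-DAP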
TNAP activation fold = human TNAP enzyme activators, primary screen, biochemical, luminescent, no phosphate acceptor, uHTS (AID 1001); purified TNAP, luminescent activation assay, no phosphate acceptor; higher activation fold means a stronger effect; activation fold at 20 µM; hits with a dose series show EC50 in µM; 200,000 compounds, 0.03% hits; in the data active means activation fold from about 3, or a potency from the dose series; inactive means the rest, 99 in 100 with activation fold below about 1.6; further: many of its hits are not listed in these tables
XIAP antagonists = XIAP antagonists, biochemical, IAP family, fluorescence polarization (AID 1018); E3 ubiquitin-protein ligase XIAP (Homo sapiens); 200,000 compounds, 0.007% hits; one-dose displacement, % at 20 µM; IC50 in µM for titrated hits; XIAP BIR domain, fluorescence polarization peptide displacement; higher % means a stronger effect; in the data active means displacement above about 50%; further: a part of the inactive calls stands beside numbers as strong as those of hits
KOR beta-arrestin-2 = KOR agonists, beta-arrestin recruitment, primary screen, cell-based, luminescence, uHTS (AID 1777). Kappa-type opioid receptor (Homo sapiens). KOR beta-arrestin recruitment, luminescence; higher % means a stronger effect. activation, % at 10 µM; hits with a dose series show EC50 in µM. 280,000 compounds, 0.02% hits; in the data active means activation above about 50%, passing the limit was not always enough; further: a part of the inactive calls stands beside numbers as strong as those of hits
human PMI inhibitors = human PMI inhibitors, high substrate, primary screen, biochemical, fluorescence intensity, high mannose 6-phosphate (AID 1220); Mannose-6-phosphate isomerase (Homo sapiens); recombinant PMI enzyme, coupled fluorescence intensity; higher % means a stronger effect; one-dose inhibition, % at 20 µM; IC50 in µM for titrated hits; 190,000 compounds, 0.66% hits
HEK293 NOD2/NF-kB = NOD2 signaling inhibitors, cell-based, luminescence, uHTS, HEK293 (AID 1566) | HEK293 NOD2/NF-kB luciferase reporter, luminescence; higher % means a stronger effect | one-dose inhibition, % at 4 µM; EC50 in µM for titrated hits | 290,000 compounds, 0.63% hits; further: many of its hits are not listed in these tables
Numbers without * were called inactive; nt = not tested or not shown; [ ] = another dose, or the depositor's remark. Unless noted, no stated cut-off is given here; in the data, active means inhibition above about 50%; inactive means the rest.

KOR beta-arrestin-1 | LYP phosphatase | human PMI inhibition | NOD1 inhibition | TNAP activation fold | XIAP antagonists | KOR beta-arrestin-2 | human PMI inhibitors | HEK293 NOD2/NF-kB | Structure
-12% | 0% | 5% | -4% | 1 | -7.8% | 0.1% | -7% | 4% | CCOc1ccc(N(CC(=O)NCc2ccc(F)cc2)S(=O)(=O)c2c(C)noc2C)cc1
-24% | -11% | -3% | 2% | 1.2 | 0.6% | 4.4% | -8% | 5% | CCN1CCN(C(=O)CSCc2nc(-c3ccc(OC)c(OC)c3)oc2C)CC1
12% | 4% | 12% | -14% | 0.9 | -11% | 0.4% | 17% | 11% | CCOC(=O)C(=O)C1=C(N2CCOCC2)/C(=C\c2cccc([N+](=O)[O-])c2)CC1
-2% | -5% | nt | -32% | nt | nt | 5.7% | nt | 5% | O=C(NCCc1ccc(F)cc1)Nc1ccccc1Cl
-43% | -10% | nt | 0% | nt | nt | -0.2% | nt | 11% | O=C(C1CCC1)N1CCc2cc(S(=O)(=O)NCCCN3CCCCC3)ccc21
14% | -4% | 4% | -10% | 1.1 | -0.6% | -5.0% | 2% | 4% | Cc1c(C#N)c(SCC(N)=O)nc2c1CCCC2
18% | -5% | 5% | -10% | 1 | -1.2% | 8.3% | 6% | -11% | CCOC(=O)C(NC(C)=O)(OCc1ccc(F)cc1)C(F)(F)F (configuration not stated)
-4% | -6% | 2% | -15% | 1.1 | -4.0% | 7.0% | 2% | 21% | O=C(Nc1ccc(Br)cc1)C1CCCN(S(=O)(=O)c2cccnc2)C1 (configuration not stated)
-35% | -1% | 4% | -6% | 1.1 | -1.8% | 2.1% | -2% | -4% | COc1ccccc1NC(=O)c1sc2ncn(Cc3ccccc3C)c(=O)c2c1C
17% | -10% | nt | -24% | nt | nt | -0.6% | nt | -1% | CCOc1ccc(S(=O)(=O)NC2CCCC2)cc1
9%[20 µM] | -11% | nt | -21% | nt | nt | -2.2% | nt | 11% | CCOC(=O)[C@@H]1[C@H]2COc3ccccc3[C@@H]2N2C(=O)N(c3ccccc3)C(=O)[C@@]12C
0% | -4% | 26% | -19% | 1 | -6.3% | -2.4% | 27% | 6% | CC(C)n1c(NCc2c[nH]c3ccccc23)nc2ccccc21
-2%[20 µM] | -6% | 14% | -28% | 1.1 | -0.8% | nt | 17% | 0% | CC(C)OC(=O)NCCOC(=O)Nc1ccc(Cl)cc1
-60% | -3% | nt | -8% | nt | nt | -2.8% | nt | 6% | COc1ccc(NC(=O)c2cc(-c3ccc(C)c(C)c3O)n[nH]2)cc1Cl
-19% | -7% | nt | -10% | nt | nt | 3.1% | nt | -4% | CN(C)CCCNC(=O)c1cc(C(=O)c2ccccc2)c[nH]1
-22% | -8% | nt | -5% | nt | nt | 7.0% | nt | 4% | COc1ccc(C(=O)NC(C)c2ccc(-n3ccnc3)cc2)c(OC)c1 (configuration not stated)
-18% | -5% | -22% | -14% | 1 | -2.6% | 0.0% | -47% | 10% | COc1cccc(/C(O)=C2/C(=O)C(=O)N(CCN3CCOCC3)C2c2cccs2)c1 (configuration not stated)
25% | -6% | -5% | 1% | 0.9 | -6.3% | -2.4% | -15% | -25% | CC1=C(C(=O)N2CCOCC2)C(c2cccc3ccccc23)NC(=S)N1 (configuration not stated)
-43% | 0% | 8% | 17% | 1 | -6.5% | 1.1% | 5% | -2% | COC(=O)c1ccccc1NC(=O)c1cccs1
26% | -4% | 9% | 13% | 1.1 | 0.8% | -0.9% | 7% | 8% | O=C(CN1CCN(c2ccccn2)CC1)Nc1ccc(Oc2ccccc2)cc1
-20% | -12% | nt | -13% | nt | nt | 4.0% | nt | 8% | COc1cc(C(=O)NCC(=O)N/N=C(\C)Cc2ccccc2)cc(OC)c1OC
23% | 1% | -6% | -18% | 1.2 | 1.1% | -2.2% | -3% | 13% | Cc1cc(NC(=O)Cc2c(F)cccc2Cl)no1
-11% | -6% | 8% | -9% | 0.9 | -4.0% | -0.6% | 15% | 2% | COc1ccc(C2C(C#N)=C(N)OC3=C2C(=O)CCC3)cc1Cn1nc(C)c([N+](=O)[O-])c1C (configuration not stated)
-12%[20 µM] | -12% | nt | -8% | nt | nt | -5.9% | nt | 18% | O=C(NC12CC3CC(CC(C3)C1)C2)c1c(Cl)cccc1Cl
-7% | -4% | nt | -20% | nt | nt | -0.8% | nt | 0% | COc1ccc(-n2c(SCC(=O)N3CCC(C(=O)O)CC3)nc3ccccc3c2=O)cc1OC
-20%[20 µM] | 4% | 0% | -29% | 1 | -3.5% | -0.6% | -8% | 7% | CCN=C1SC(CC(=O)NC(C)c2ccccc2)C(=O)N1CC (configuration not stated)
11% | 1% | -6% | 0% | 1.1 | -3.8% | 0.1% | -6% | -120% | CCn1c(=O)cc(OCC(=O)O)c2ccccc21
-34% | -6% | 6% | 10% | 1.1 | -5.1% | 3.2% | 2% | 0% | Cc1ccc(C(=O)NCC(=O)NCC(=O)OCc2ccc(Cl)cc2)cc1
-15%[20 µM] | -3% | -23% | -26% | 1 | -4.5% | nt | 29% | -6% | O=C(O)CCCCCN1C(=O)C(O)=C(C(=O)/C=C/c2ccccc2)C1c1ccccc1[N+](=O)[O-] (configuration not stated)
19% | -3% | nt | -4% | nt | nt | -2.0% | nt | 10% | COc1ccc(C2c3ccc(O)cc3Oc3ncn(CCCO)c(=N)c32)cc1OC (configuration not stated)
-16% | 8% | 6% | 5% | 1.1 | -4.8% | 4.8% | 1% | 2% | Cn1nc(C(=O)Nc2cccc(C(F)(F)F)c2)c2ccccc2c1=O
-35% | -5% | -28% | -12% | 1.1 | -12% | 0.5% | -11% | 4% | Cc1cc(C(=O)OCC(=O)NCc2ccc(Cl)cc2)c(C)o1
10% | -8% | 27% | -21% | 1.2 | -4.5% | -0.9% | 7% | 17% | CC[N+](CC)(CC)CC(=O)Nc1ccc(SC(F)F)cc1
-36% | -8% | 5% | 15% | 1.1 | -2.7% | 8.1% | 11% | 7% | O=C(O)CSc1nnc(C2COc3ccccc3O2)n1-c1ccccc1 (configuration not stated)
-27% | 0% | -2% | -44% | 1.1 | -5.3% | 4.1% | -9% | 2% | O=C(CSc1nc(-c2ccccc2)c(-c2ccccc2)o1)NC1CCS(=O)(=O)C1 (configuration not stated)
-34% | -3% | 3% | -6% | 0.9 | -5.4% | 7.3% | -2% | 0% | OCCN(Cc1ccccc1)C(=S)Nc1ccc(Cl)cc1Cl
7% | -12% | nt | -15% | nt | nt | -1.3% | nt | 10% | CC(C)c1nc(CNC(=O)C2CCC(=O)N(CCc3cccc(F)c3)C2)cs1 (configuration not stated)
-2% | -4% | -2% | 6% | 1 | -4.0% | 5.7% | -4% | 7% | CCC(C)NC(=O)CNC(=S)N(Cc1ccccc1)Cc1cccnc1 (configuration not stated)
-14% | -5% | -6% | -32% | 1.1 | -0.2% | 4.0% | -4% | -5% | O=S(=O)(Cc1ccccc1Cl)N1CCCCC1
23% | -5% | 6% | 8% | 1 | -3.1% | 19% | 14% | 12% | COc1ccc(C2CC(=O)C(C=NCCN3CCNCC3)=C(O)C2)cc1OC (configuration not stated)
-44% | -10% | 1% | 22% | 1.1 | 0.3% | -5.7% | -2% | 13% | CCCP(=O)(CC(=O)N(CC)CC)c1ccccc1 (configuration not stated)
-17% | -6% | -42% | -46% | 1.1 | -5.6% | -0.6% | -37% | 6% | Cc1nnsc1C(=O)N/N=C/c1ccc(OC(F)(F)F)cc1
-5% | -6% | nt | 5% | nt | nt | -2.0% | nt | 14% | Cc1ccc(-c2c(C)sc3nc[nH]c(=O)c23)cc1C
-6% | -2% | 11% | -44% | 1.1 | -21% | -4.0% | 8% | -154% | COc1ccc(-c2csc(-c3ccccc3)n2)c(OC)c1
4% | -11% | nt | -14% | nt | nt | 0.4% | nt | -4% | CC(=O)Nc1ccc(C2NC(=O)CCC2[N+](=O)[O-])cc1 (configuration not stated)
1% | 2% | 9% | -30% | 1.2 | -1.4% | -3.1% | 7% | -14% | Cc1nn(-c2ccccc2)c2sc(C(=O)N(Cc3ccco3)C(C)C(=O)NC(C)(C)C)cc12 (configuration not stated)
10% | -4% | -33% | 30% | 1 | -3.2% | 2.4% | -98% | 7% | O=C(COC(=O)c1c2c(nc3ccccc13)CCN(Cc1ccccc1)C2)Nc1c(F)cccc1F
-8%[20 µM] | -5% | -5% | -18% | 1.1 | -3.4% | 2.3% | -2% | 13% | O=c1[nH]c(Cc2ccc(Cl)cc2)nc2ccccc12

Brought forward from above: 4 entries; new compounds follow.
KOR beta-arrestin-1 | LYP phosphatase | human PMI inhibition | NOD1 inhibition | TNAP activation fold | XIAP antagonists | KOR beta-arrestin-2 | human PMI inhibitors | HEK293 NOD2/NF-kB | Structure
4% | -11% | nt | -14% | nt | nt | 0.4% | nt | -4% | CC(=O)Nc1ccc(C2NC(=O)CCC2[N+](=O)[O-])cc1 (configuration not stated)
1% | 2% | 9% | -30% | 1.2 | -1.4% | -3.1% | 7% | -14% | Cc1nn(-c2ccccc2)c2sc(C(=O)N(Cc3ccco3)C(C)C(=O)NC(C)(C)C)cc12 (configuration not stated)
10% | -4% | -33% | 30% | 1 | -3.2% | 2.4% | -98% | 7% | O=C(COC(=O)c1c2c(nc3ccccc13)CCN(Cc1ccccc1)C2)Nc1c(F)cccc1F
-8%[20 µM] | -5% | -5% | -18% | 1.1 | -3.4% | 2.3% | -2% | 13% | O=c1[nH]c(Cc2ccc(Cl)cc2)nc2ccccc12
-2% | -2% | 48% | 0% | 0.9 | -4.1% | 2.3% | 41% | 11% | C[n+]1ccc(/C=C/c2c[nH]c3ccccc23)cc1
-36% | -4% | nt | 4% | nt | nt | 2.9% | nt | -2% | CCOc1ccc(NS(=O)(=O)c2ccc(-c3cnc(C4CC4)o3)cc2)cc1
-19%[20 µM] | -5% | 1% | -15% | 1.1 | 0.4% | -2.9% | 0% | 4% | CCOC(=O)C(NC(C)=O)C(=O)Nc1ccc(OC)cc1 (configuration not stated)
-2% | -4% | 3% | -2% | 1.2 | -5.2% | -1.0% | 4% | 4% | O=C1CC(c2ccc(Cl)cc2)CC(O)=C1C=NCCN1CCNCC1 (configuration not stated)
4%[20 µM] | 12% | 7% | -14% | 1 | -5.8% | -2.1% | 0% | -70% | Cc1ccsc1/C=N/NC(=O)c1ccc(-n2cccc2)cc1
-16%[20 µM] | -6% | -3% | -30% | 1.1 | -4.8% | 1.1% | -7% | -17% | S=C(Nc1ccccc1)N1CCN(c2ccccn2)CC1
-3% | -4% | nt | -8% | nt | nt | -6.1% | nt | 26% | CC1Cc2cc(S(=O)(=O)N3CCCCC3C)ccc2N1C(=O)C1CCC1 (configuration not stated)
-7% | -8% | nt | 9% | nt | nt | -2.6% | nt | 8% | CC(=O)c1cccc(NC(=O)CSc2nc(C3CC3)nc3ccccc23)c1
-10% | -10% | -1% | -4% | 1 | -6.6% | -3.4% | -3% | 10% | COC(=O)c1c(C)nc2ccccc2c1-c1ccccc1
-41%[20 µM] | -9% | nt | 43% | nt | nt | -0.9% | nt | 5% | COc1ccc(CC(=O)Oc2ccc(C#N)cc2)cc1
9% | 1% | -9% | -26% | 1 | -6.1% | 2.4% | -15% | 16% | OCc1c(Cl)nc2ccccn12
-1% | -9% | -5% | -17% | 1.1 | -0.6% | 0.9% | 3% | -2% | Cn1c(Cc2ccc3c(c2)OCO3)nnc1SCC(=O)NC1CCCC1

Screening results deposited in PubChem BioAssay by Sanford-Burnham Center for Chemical Genomics.

Only part of the results is shown. The share of hits here may be higher or lower than overall.
